Screening results: PubChem, several laboratories
SARS 3CLpro inh = SARS-CoV 3CLpro protease inhibitors, primary screen, biochemical, quenched FRET; 290,000 compounds, 0.14% hits; recombinant SARS-CoV 3CLpro, quenched FRET peptide cleavage; AID 1706, 2009; Replicase polyprotein 1ab (Severe acute respiratory syndrome coronavirus), P0C6X7; inhibition, % at 6 µM; in the data active = inhibition above about 12%
BioA inh = M. tuberculosis BioA enzyme inhibitors, primary screen, biochemical, plate reader, single point, HTS; 7,8-diaminopelargonic acid synthase BioA (Mycobacterium tuberculosis); purified M. tuberculosis BioA enzyme; inhibition, % at 9.99 µM; 360,000 compounds, 0.096% hits; in the data active = inhibition above about 40%
FBA Mtb inh = Mtb FBA enzyme inhibitors, primary screen, biochemical, fluorescence, strain H37Rv; inhibition, % at 1 µM; 360,000 compounds, 2.3% hits; Fructose-bisphosphate aldolase (Mycobacterium tuberculosis (strain ATCC 25618 / H37Rv)), …; purified M. tuberculosis FBA, fluorescence read-out; AID 588726, 2011; in the data active = inhibition above about 27%;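 note: 0% = vehicle and 100% = reference inhibitor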
Rv3671c inh = Rv3671c serine protease inhibitors, primary screen, biochemical, fluorescence polarization, M. tuberculosis H37Rv | inhibition, % at 5.96 µM | 320,000 compounds, 0.048% hits | P9WHR9; in the data active = inhibition above about 38%;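 note: extracellular domain of Rv3671c used as enzyme; 0% = enzyme with DMSO and 100% = no enzyme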
Target sequence (P9WHR9 whole entry, looked up, the tested form may be a part): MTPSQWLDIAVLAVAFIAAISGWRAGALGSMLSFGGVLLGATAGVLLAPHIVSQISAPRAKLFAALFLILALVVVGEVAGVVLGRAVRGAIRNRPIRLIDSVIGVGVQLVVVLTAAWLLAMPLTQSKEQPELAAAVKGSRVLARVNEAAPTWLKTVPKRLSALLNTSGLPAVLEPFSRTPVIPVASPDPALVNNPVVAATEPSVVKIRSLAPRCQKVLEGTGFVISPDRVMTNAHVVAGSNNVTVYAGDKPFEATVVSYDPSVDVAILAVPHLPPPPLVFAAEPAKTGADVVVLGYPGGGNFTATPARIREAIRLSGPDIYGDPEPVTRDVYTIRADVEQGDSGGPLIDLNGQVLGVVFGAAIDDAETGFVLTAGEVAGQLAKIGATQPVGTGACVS
SSB-PriA inh = inhibitors of Klebsiella pneumoniae PriA binding to SSB C-terminal tail, primary screen, biochemical, AlphaScreen | AlphaScreen SSBct-PriA binding, biotinylated peptide | inhibition, % at 33 µM | 430,000 compounds, 0.6% hits; in the data active = inhibition mostly above about 37%, no sharp cut-off; inactive = mostly below about 20%;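 note: plate controls were negative control peptide for no effect and reference peptide for full effect; strong numbers were not always called active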
VHR inh abs = VHR1 phosphatase inhibitors, primary screen, biochemical, absorbance, uHTS; Dual specificity protein phosphatase 3 (Homo sapiens), P51452; recombinant VHR phosphatase, pNPP absorbance; inhibition, % at 13.3 µM; 290,000 compounds, 0.52% hits; AID 1654, 2009; in the data active = inhibition above about 50%; note: some compounds called inactive have numbers as strong as hits
MazEF act = activators of E. coli MazEF toxin-antitoxin RNase, primary screen, biochemical, fluorescence, uHTS; Endoribonuclease toxin MazF (Escherichia coli (strain K12)), P0AE70; FAM/BHQ RNA-DNA oligo cleavage fluorescence, 5 h; activation, % at 20 µM; 350,000 compounds, 0.32% hits; in the data active = activation above about 50%
Target sequence (P0AE70 whole entry, looked up): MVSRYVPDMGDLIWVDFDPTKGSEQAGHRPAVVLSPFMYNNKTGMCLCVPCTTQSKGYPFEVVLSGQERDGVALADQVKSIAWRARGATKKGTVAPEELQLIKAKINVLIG
Vc quorum ag = inducers of Vibrio cholerae quorum light production without autoinducers, primary screen, BH1578 luxS cqsA deficient, single point; activation, % at 18.7 µM; V. cholerae BH1578 lux reporter, luminescence, 6 h; 350,000 compounds, 0.16% hits; AID 588436, 2011; in the data active = activation mostly above about 9.7%, no sharp cut-off; note: not every result past the cut was called active; inactives centre near 0; reference of the scale not given here
GDH-TPI inh = GDH-TPI coupling enzyme inhibitors, primary screen, artefact control for M. tuberculosis FBA inhibitor project, biochemical, absorbance, full deck; GDH-TPI coupled enzyme counterscreen, NADH absorbance; 360,000 compounds, 1.2% hits; inhibition, % at 4.8 µM; in the data active = inhibition above about 30%;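 note: 0% = DMSO wells and 100% = wells lacking the enzyme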
Mtb UGM inh = M. tuberculosis UGM enzyme inhibitors, primary screen, biochemical, fluorescence polarization, single point. inhibition, % at 10 µM. 320,000 compounds, 0.06% hits. AID 504406, 2011. purified UGM, fluorescence polarization probe displacement; in the data active = inhibition above about 10%, passing the limit was not always enough
Target sequence (P9WIQ1 whole entry, looked up): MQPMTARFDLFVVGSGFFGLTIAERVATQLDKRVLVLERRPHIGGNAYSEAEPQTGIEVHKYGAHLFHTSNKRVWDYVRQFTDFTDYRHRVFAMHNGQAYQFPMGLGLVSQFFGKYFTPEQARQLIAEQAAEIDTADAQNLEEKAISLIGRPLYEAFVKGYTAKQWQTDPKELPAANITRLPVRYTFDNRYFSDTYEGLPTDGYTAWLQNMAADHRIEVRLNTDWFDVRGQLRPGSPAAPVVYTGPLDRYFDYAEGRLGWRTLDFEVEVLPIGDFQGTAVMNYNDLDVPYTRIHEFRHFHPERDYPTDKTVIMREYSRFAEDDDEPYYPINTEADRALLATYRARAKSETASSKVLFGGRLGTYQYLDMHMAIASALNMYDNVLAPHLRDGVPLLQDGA
Active calls of the source: *. An excerpt. The share of hits here may be higher or lower than overall.

Screening CC(=O)c1sc(NC(=O)CN2C(=O)C3CCCCC3C2=O)nc1-c1ccccc1 (centres undefined) returned BioA inh 1.9, FBA Mtb inh -1, Rv3671c inh -6, SSB-PriA inh 1, MazEF act 1, Vc quorum ag -2.0, GDH-TPI inh 10 and Mtb UGM inh 1.6.
Screening Cc1cc(NC(=O)COc2ccccc2C)ccc1NC(=O)c1cccs1 returned SARS 3CLpro inh -2, BioA inh 0.4, FBA Mtb inh 4, Rv3671c inh -12, SSB-PriA inh -11, VHR inh abs 12, MazEF act 3, Vc quorum ag -0.2, GDH-TPI inh 4 and Mtb UGM inh 1.5.
Screening CC[C@H](CO)Nc1nc(Nc2cccc(Cl)c2)c2ncn(C(C)C)c2n1 returned BioA inh -1.3, FBA Mtb inh -1, Rv3671c inh 8, SSB-PriA inh -20, VHR inh abs 7, MazEF act 7, Vc quorum ag 1.2, GDH-TPI inh 19 and Mtb UGM inh 0.8.
Screening Cc1nn(-c2ccccc2)c(N2CCCC2)c1/C=N/NC(=S)Nc1cc(C(F)(F)F)ccc1Cl returned SARS 3CLpro inh -3, BioA inh 0.1, FBA Mtb inh 1, Rv3671c inh 5, VHR inh abs 14, MazEF act -2, Vc quorum ag -0.2, GDH-TPI inh 14 and Mtb UGM inh -1.4.
For CC(=O)c1ccc(OC(=O)c2cc3ccccc3oc2=O)cc1 the results were SARS 3CLpro inh 5, Rv3671c inh 8, SSB-PriA inh 2, VHR inh abs 8 and Mtb UGM inh -0.5.
Screening CC(=O)c1cccc(CN2CCCC(N3CCN(c4ccccc4F)CC3)C2)c1 (centres undefined) returned SARS 3CLpro inh -2, BioA inh 0.9, FBA Mtb inh 2, Rv3671c inh 2, SSB-PriA inh -1, VHR inh abs 10, MazEF act 2, Vc quorum ag -0.9, GDH-TPI inh 2 and Mtb UGM inh -2.5.
Screening CCOC(=O)c1c(-c2ccccc2)c[nH]c1C returned BioA inh 0.6, FBA Mtb inh 4, SSB-PriA inh 2, MazEF act 1, Vc quorum ag -0.4 and GDH-TPI inh 7.
`COc1cccc(NC(=O)Nc2ccccc2SC)c1` gave SARS 3CLpro inh 0, FBA Mtb inh -3, Rv3671c inh -10, SSB-PriA inh -17, VHR inh abs 5, MazEF act 2, Vc quorum ag -0.2, GDH-TPI inh 0 and Mtb UGM inh -0.7.
Cc1cccc(N(CC(=O)Nc2c(C)n(C)n(-c3ccccc3)c2=O)S(C)(=O)=O)c1 was read as SARS 3CLpro inh 2, FBA Mtb inh 1, Rv3671c inh -2, SSB-PriA inh -7, VHR inh abs -16, MazEF act -5, Vc quorum ag inactive, GDH-TPI inh 5 and Mtb UGM inh -0.2.
CCCCCCc1nc2ccccc2c(=O)n1NC(=O)c1c(O)c2c(n(CC(C)C)c1=O)CCCC2 was read as SARS 3CLpro inh 0, BioA inh -1.6, FBA Mtb inh -3, Rv3671c inh -7, SSB-PriA inh -9, VHR inh abs 10, MazEF act -5, Vc quorum ag -0.3, GDH-TPI inh 2 and Mtb UGM inh 1.4.
For CSc1nc2[nH]c3c(c2c2nnnn12)CCCC3 the results were SARS 3CLpro inh 0, FBA Mtb inh 14, Rv3671c inh -2, SSB-PriA inh -7, VHR inh abs 4, MazEF act 4, Vc quorum ag -0.4, GDH-TPI inh 24 and Mtb UGM inh 0.3.
For O=C1CN(S(=O)(=O)c2ccc(Cl)cc2C(F)(F)F)CCN1 the results were SARS 3CLpro inh 6, FBA Mtb inh 2, Rv3671c inh -1, SSB-PriA inh -11, VHR inh abs 24, MazEF act 7, Vc quorum ag -0.2, GDH-TPI inh -4 and Mtb UGM inh 0.0.
`COc1ccc(-c2nc(S(=O)(=O)c3ccccc3)c(N3CCCC3)o2)cc1` gave BioA inh 0.0, FBA Mtb inh 3, MazEF act 1, Vc quorum ag inactive and GDH-TPI inh -8.
Screening Cc1ccc(C)c(S(=O)(=O)Nc2cc(C)on2)c1 returned SARS 3CLpro inh 4, BioA inh -2.0, FBA Mtb inh 0, Rv3671c inh 3, SSB-PriA inh -6, VHR inh abs 16, MazEF act -2, Vc quorum ag inactive, GDH-TPI inh 5 and Mtb UGM inh 0.0.
Screening CN(C)S(=O)(=O)c1cccc(C(=O)Nc2cccnc2)c1 returned SARS 3CLpro inh 1, BioA inh 13, FBA Mtb inh -1, Rv3671c inh 1, SSB-PriA inh -11, VHR inh abs 26, MazEF act 2, Vc quorum ag inactive, GDH-TPI inh 7 and Mtb UGM inh -1.7.
Screening Cc1noc(C)c1S(=O)(=O)N(CC(=O)O)c1ccc2c(c1)OCO2 returned SARS 3CLpro inh -6, BioA inh -0.2, FBA Mtb inh 2, Rv3671c inh 4, SSB-PriA inh -11, VHR inh abs 18, MazEF act 3, Vc quorum ag inactive, GDH-TPI inh 1 and Mtb UGM inh 0.9.
Screening Cc1ccc(C(=O)/C=C/Nc2ccc([N+](=O)[O-])cc2Br)cc1 returned SARS 3CLpro inh -8, BioA inh -3.3, FBA Mtb inh 4, Rv3671c inh 1, SSB-PriA inh -4, VHR inh abs 10, MazEF act 3, Vc quorum ag -0.5, GDH-TPI inh -4 and Mtb UGM inh 2.6.
`Cc1cc(C(=O)CSc2n[nH]c(N)n2)c(C)n1C1CC1` gave SARS 3CLpro inh 5, BioA inh 0.3, FBA Mtb inh -3, Rv3671c inh -2, SSB-PriA inh 3, VHR inh abs 38, MazEF act 2, Vc quorum ag -0.2, GDH-TPI inh 5 and Mtb UGM inh -0.8.
`O=C(c1ccc(-c2ccccc2)cc1)N1CCN(c2ccccc2)CC1` gave SARS 3CLpro inh 3, BioA inh 0.0, FBA Mtb inh 1, Rv3671c inh -7, SSB-PriA inh -13, VHR inh abs 21, MazEF act 12, Vc quorum ag -0.1, GDH-TPI inh 2 and Mtb UGM inh 2.6.
O=C1CSCN1c1ccc(Cl)cc1 was read as SARS 3CLpro inh 0, BioA inh -2.0, FBA Mtb inh -1, Rv3671c inh 2, SSB-PriA inh 7, VHR inh abs 26, MazEF act 6, Vc quorum ag -0.4, GDH-TPI inh 1 and Mtb UGM inh 1.5.
`Cc1cc(NC(=O)CSCC(=O)Nc2ccc(C)c(C)c2)no1` gave BioA inh -0.4, FBA Mtb inh 3, Rv3671c inh 2, SSB-PriA inh 4, MazEF act 0, Vc quorum ag -0.7, GDH-TPI inh 2 and Mtb UGM inh -2.1.
`COc1ccc(CCNC(=O)c2ccc(COc3ccccc3OC)o2)cc1` gave SARS 3CLpro inh 0, BioA inh -1.5, FBA Mtb inh 4, Rv3671c inh 2, SSB-PriA inh -10, VHR inh abs 20, MazEF act 0, Vc quorum ag -0.3, GDH-TPI inh 6 and Mtb UGM inh -1.6.
`CCc1ccc(C(O)c2ncc(-c3cccc(C)c3)[nH]2)cc1` (centres undefined) gave BioA inh 2.0, FBA Mtb inh -1, Vc quorum ag inactive and GDH-TPI inh -3.
`COC(=O)[C@@H]1CC[C@H](C)[C@@H](c2ccc(C)cc2)N1C(=O)c1ccc(/C=N/O[C@@H](C)CN2CCCCc3nc(C)c(C)cc32)cc1` gave SARS 3CLpro inh 5, Rv3671c inh -8, VHR inh abs 20 and Mtb UGM inh 2.5.

Three structures from above, arranged by SMILES length, lowest first:
O=C1CSCN1c1ccc(Cl)cc1 was read as SARS 3CLpro inh 0, BioA inh -2.0, FBA Mtb inh -1, Rv3671c inh 2, SSB-PriA inh 7, VHR inh abs 26, MazEF act 6, Vc quorum ag -0.4, GDH-TPI inh 1 and Mtb UGM inh 1.5.
Screening Cc1ccc(C)c(S(=O)(=O)Nc2cc(C)on2)c1 returned SARS 3CLpro inh 4, BioA inh -2.0, FBA Mtb inh 0, Rv3671c inh 3, SSB-PriA inh -6, VHR inh abs 16, MazEF act -2, Vc quorum ag inactive, GDH-TPI inh 5 and Mtb UGM inh 0.0.
`O=C(c1ccc(-c2ccccc2)cc1)N1CCN(c2ccccc2)CC1` gave SARS 3CLpro inh 3, BioA inh 0.0, FBA Mtb inh 1, Rv3671c inh -7, SSB-PriA inh -13, VHR inh abs 21, MazEF act 12, Vc quorum ag -0.1, GDH-TPI inh 2 and Mtb UGM inh 2.6.

Other records
Cc1ccc(CN2Cc3cccc4c3[C@@H](CC2=O)[C@H](O)[C@H](O)C4)cc1 was read as BioA inh 0.5, FBA Mtb inh -2, Rv3671c inh -1, SSB-PriA inh 2, MazEF act 4, Vc quorum ag 1.2, GDH-TPI inh 3 and Mtb UGM inh 2.1.
Screening O=C(CC1C(=O)NCCN1Cc1ccoc1)NCCCn1ncc2ccccc21 (centres undefined) returned SARS 3CLpro inh 5, BioA inh -0.2, FBA Mtb inh 7, Rv3671c inh 6, SSB-PriA inh -7, VHR inh abs 24, MazEF act 0, Vc quorum ag inactive, GDH-TPI inh 4 and Mtb UGM inh -0.4.
For CCc1ccc(S(=O)(=O)c2nnn3c2nc(N2CCOCC2)c2ccccc23)cc1 the results were SARS 3CLpro inh 3, BioA inh -2.2, FBA Mtb inh -1, Rv3671c inh 2, SSB-PriA inh -8, VHR inh abs -2, MazEF act 12, Vc quorum ag inactive, GDH-TPI inh 3 and Mtb UGM inh -1.1.
For CC(=O)C1=NN(c2ccccc2)C(c2ccc3c(c2)OCO3)N1c1ccccc1 (centres undefined) the results were SARS 3CLpro inh 2, FBA Mtb inh 6, Rv3671c inh -4, SSB-PriA inh -116, VHR inh abs -4, MazEF act -7, GDH-TPI inh -7 and Mtb UGM inh -1.6.
`O=C(CCSCCC(=O)NCCN1CCOCC1)NCCN1CCOCC1` gave SARS 3CLpro inh -4, BioA inh -0.7, FBA Mtb inh 1, Rv3671c inh 0, SSB-PriA inh -19, VHR inh abs -4, MazEF act 2, Vc quorum ag -0.4, GDH-TPI inh 8 and Mtb UGM inh -1.5.
`CN(C)S(=O)(=O)N1CCc2ccccc2C1` gave SARS 3CLpro inh -5, BioA inh -0.8, FBA Mtb inh -1, Rv3671c inh -5, SSB-PriA inh -19, VHR inh abs -16, MazEF act 5, Vc quorum ag -12, GDH-TPI inh -14 and Mtb UGM inh 5.3.
CC(COc1ccccc1)N1CCC(CO)(Cc2ccccc2)CC1 (centres undefined) was read as SARS 3CLpro inh 5, FBA Mtb inh 2, Rv3671c inh -8, SSB-PriA inh 13, VHR inh abs 58*, MazEF act 2, Vc quorum ag -0.2, GDH-TPI inh -4 and Mtb UGM inh -0.9.
Screening CC(C)c1nc(SCC(=O)c2c[nH]c3ccccc23)n[nH]1 returned SARS 3CLpro inh 4, BioA inh -0.1, FBA Mtb inh 5, Rv3671c inh -5, SSB-PriA inh 0, VHR inh abs 5, MazEF act 13, Vc quorum ag -0.2, GDH-TPI inh 10 and Mtb UGM inh -0.3.
`COc1ccc2nc(N/C(N)=N/C(=S)Nc3ccc(C)c(C)c3)nc(C)c2c1` gave SARS 3CLpro inh 3, Rv3671c inh -5, VHR inh abs 2 and Mtb UGM inh -1.0.
Screening CC(c1ccccc1)n1c(-c2ccc(Cl)cc2)n[nH]c1=S (centres undefined) returned SARS 3CLpro inh 5, BioA inh 10, FBA Mtb inh 1, Rv3671c inh 10, SSB-PriA inh 10, VHR inh abs -20, MazEF act 5, Vc quorum ag inactive, GDH-TPI inh 3 and Mtb UGM inh -1.6.
Screening O=C(O)[C@@H]1CCCN1S(=O)(=O)c1cccc2cccnc12 returned BioA inh 0.4, FBA Mtb inh -1, Rv3671c inh 1, SSB-PriA inh -1, MazEF act -3, Vc quorum ag -2.1, GDH-TPI inh 9 and Mtb UGM inh 2.6.
